FEN1 inhibitor: human FEN1 inhibition; P39748; Recombinant FEN1 flap cleavage, fluorescence, 15 min; Potency, µM (doses to about 114 µM), without a hit: at the top dose activity change, negative = inhibition, actives largely listed as inhibitors; 390,000 tested, 0.35% active; AID 588795; further: nearly all actives have a fitted effect of over 65% in size
Target sequence (P39748 whole entry, looked up): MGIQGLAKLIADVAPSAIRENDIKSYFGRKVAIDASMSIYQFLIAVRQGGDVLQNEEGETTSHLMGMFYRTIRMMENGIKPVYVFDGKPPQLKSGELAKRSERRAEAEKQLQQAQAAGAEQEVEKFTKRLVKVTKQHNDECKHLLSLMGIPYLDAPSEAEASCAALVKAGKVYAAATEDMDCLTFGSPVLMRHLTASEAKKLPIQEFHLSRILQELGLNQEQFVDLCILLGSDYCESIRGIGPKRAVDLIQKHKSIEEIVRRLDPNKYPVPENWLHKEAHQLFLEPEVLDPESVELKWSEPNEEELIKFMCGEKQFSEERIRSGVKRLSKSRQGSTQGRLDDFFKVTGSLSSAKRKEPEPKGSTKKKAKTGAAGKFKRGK
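FEN1 at 10 nM, compound pretreatment for 15 min (room temperature), 50 nM final substrate to initiate; endpoint reads at 0 and 15 min; DMSO-only plates used as vehicle background.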
N370S GC mod: inhibitors or activators of N370S glucocerebrosidase for Gaucher disease. P04062. N370S GC spleen homogenate, 4MU-glucoside fluorescence. Potency, µM (series often up to 59.4 µM), for inactives: at the highest dose activity change, negative = inhibition, actives largely listed as inhibitors. 330,000 tested, 0.092% active. AID 2101;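 further: 0% = full enzyme activity and -100% = no enzyme basal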
TDP1 block: blocks human tyrosyl-DNA phosphodiesterase 1 | recombinant TDP1, AlphaScreen DNA substrate cleavage | Potency, µM (series often up to 130 µM), without a hit: at the highest dose activity change, negative = inhibition, usual class: inhibitors | 350,000 tested, 0.28% active; further: nearly all actives have a fitted effect of over 40% in size
Target sequence (Q9NUW8 whole entry, looked up): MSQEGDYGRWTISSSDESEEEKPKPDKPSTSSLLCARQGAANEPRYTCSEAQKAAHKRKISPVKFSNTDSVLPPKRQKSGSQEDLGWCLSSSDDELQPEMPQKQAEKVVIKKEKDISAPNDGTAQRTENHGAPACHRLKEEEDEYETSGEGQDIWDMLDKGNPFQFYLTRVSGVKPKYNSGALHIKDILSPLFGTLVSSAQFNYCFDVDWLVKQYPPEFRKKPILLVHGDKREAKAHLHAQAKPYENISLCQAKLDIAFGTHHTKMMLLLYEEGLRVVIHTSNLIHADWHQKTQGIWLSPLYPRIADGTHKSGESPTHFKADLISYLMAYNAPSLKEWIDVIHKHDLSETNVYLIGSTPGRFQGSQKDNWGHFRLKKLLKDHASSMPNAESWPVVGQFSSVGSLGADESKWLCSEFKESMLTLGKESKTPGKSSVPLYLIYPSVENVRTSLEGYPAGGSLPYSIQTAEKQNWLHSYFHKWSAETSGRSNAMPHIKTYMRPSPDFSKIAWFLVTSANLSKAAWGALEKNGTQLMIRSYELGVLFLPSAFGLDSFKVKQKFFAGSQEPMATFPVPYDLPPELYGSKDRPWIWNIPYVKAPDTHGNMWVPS
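Steps: enzyme plus compound, 15 min RT; add biotin/phosphotyrosine-FITC oligonucleotide (15 nM final), react 5 min; add donor/acceptor beads (10 ug/ml final), 10 min; read AlphaScreen. Tdp1 at 1 nM final.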
An asterisk follows results filed as active; [ ] = remark or other dose. The call rests on the fitted dose curve; in most records, active means well fitted curve in the direction sought with a large enough effect; inconclusive means small, poorly fitted or top-dose-only effect, or another doubt; inactive means no such curve, though single readings can be large; an effect the other way counts as inactive or inconclusive. Unless noted, on the % scale 0 is the no-effect control and ±100 the full control effect; potency means the concentration at half of the fitted maximal effect. The order is random, and some 0.57% of all compounds hit somewhere here.

How did O=C(COC(=O)c1cccnc1)NC1CCCc2ccccc21 (stereo not given) do in these assays?
FEN1 inhibitor: -1%; N370S GC mod: -26%; TDP1 block: 1%

How did COc1ccc(CN2CCCC(CNC(=O)c3ccc(F)cc3)C2)c(F)c1 (stereo not given) do in these assays?
FEN1 inhibitor: 18%; N370S GC mod: 25%; TDP1 block: -8%

How did CC(CCc1ccccc1)NC(=O)C1CCN(S(=O)(=O)c2cnc[nH]2)CC1 (stereo not given) do in these assays?
FEN1 inhibitor: -4%; N370S GC mod: -12%; TDP1 block: 3%

How did Cc1ccc(N(CC(=O)N2CC(=O)Nc3ccccc32)S(=O)(=O)c2ccc3c(c2)OCCO3)cc1 do in these assays?
FEN1 inhibitor: -4%; N370S GC mod: -3%; TDP1 block: 2%

How did CCCc1cc(=O)[nH]c2nnc(SCC(=O)Nc3ccc(NC(C)=O)cc3)n12 do in these assays?
FEN1 inhibitor: 2%; N370S GC mod: 1%

How did CCCC(=O)Nc1ccc(Cl)c(NC(=O)c2cccnc2)c1 do in these assays?
FEN1 inhibitor: 2%; N370S GC mod: 1%; TDP1 block: 3%

How did Cc1nc2nc[nH]n2c(=O)c1NC(=O)c1cccc(OCC(C)C)c1 do in these assays?
FEN1 inhibitor: 9%; N370S GC mod: 2%; TDP1 block: 1%

How did O=C(O)c1cccc(NC(=S)NC(=O)c2ccc(-c3ccccc3)cc2)c1 do in these assays?
FEN1 inhibitor: 14%; N370S GC mod: 9%; TDP1 block: -2%

What do the screens show for `Cc1ccccc1-c1nc(CN2CCC(C(=O)NCc3ccccc3Cl)CC2)c(C)o1`?
FEN1 inhibitor: -5%; TDP1 block: -1%

Results for CC(C)(C)NC(=O)C(c1ccncc1)N(Cc1ccc(F)cc1)C(=O)c1ccc(-c2ccccc2)[nH]1 (stereo not given) ?
FEN1 inhibitor: inconclusive; N370S GC mod: -28%; TDP1 block: 7%

How did CN(Cc1c(F)cccc1Cl)C(=O)c1cccc(S(=O)(=O)NCc2ccccc2)c1 do in these assays?
FEN1 inhibitor: 5%; N370S GC mod: 4%; TDP1 block: -3%

How did O=C(CSc1c2c(nc3cc(Cl)ccc13)CCCC2)NCc1ccco1 do in these assays?
FEN1 inhibitor: 6%; N370S GC mod: 12%; TDP1 block: 2%

How did COc1ccc([N+](=O)[O-])cc1NC(=O)c1ccco1 do in these assays?
FEN1 inhibitor: -4%; N370S GC mod: 0%; TDP1 block: 2%

Results for O=C(CN1C(=O)/C(=C/c2ccc(F)cc2)SC1=S)NC1C=CS(=O)(=O)C1 (stereo not given) ?
FEN1 inhibitor: -6%; N370S GC mod: -1%; TDP1 block: -2%

Results for CCOC(=O)N/N=C1/C[C@@H](O)[C@@H](O)[C@@H]2[C@@H]3C(=O)N(C[C@@H]4CCCO4)C(=O)[C@H]3CC[C@H]12 ?
N370S GC mod: 6%[12.8 µM]; TDP1 block: 6%[21 µM]

What do the screens show for `COc1cccc(CC(=O)NC2CCCN(Cc3ccc(Cl)cc3)C2)c1` (stereo not given)?
FEN1 inhibitor: 3%; N370S GC mod: 3%; TDP1 block: 3%

What do the screens show for `COc1ccc(Cn2c(CCC(=O)Nc3ccccc3)nc3cccnc32)cc1`?
FEN1 inhibitor: -13%; N370S GC mod: 5%; TDP1 block: 0%

How did CCN(Cc1ccncc1)C(=O)c1cc(COc2ccc(OC)cc2Cl)on1 do in these assays?
FEN1 inhibitor: 1%; N370S GC mod: -7%; TDP1 block: 2%

Results for COc1ccc(OC)c(S(=O)(=O)Nc2ccc3oc(C)c(C(C)=O)c3c2)c1 ?
FEN1 inhibitor: 3%; N370S GC mod: -8%

Results for COc1ccc(-n2c(C)cc(C3=NNC(=NC4CC4)SC3)c2C)cc1 ?
FEN1 inhibitor: -8%; N370S GC mod: -20%; TDP1 block: 8%

What do the screens show for `CCn1c(=NC(=O)c2ccco2)sc2cccc(F)c21`?
FEN1 inhibitor: -20%; N370S GC mod: 5%; TDP1 block: 7%

Results for COc1ccccc1C(CNC(=O)C1COc2ccccc2O1)N1CCCC1 (stereo not given) ?
FEN1 inhibitor: 0%; TDP1 block: 0%

What do the screens show for `COc1ccc(CN2C(=O)CNC2=S)cc1`?
FEN1 inhibitor: -4%; N370S GC mod: -9%

What do the screens show for `CCc1ccccc1OCC(=O)Nc1ccc(S(N)(=O)=O)cc1`?
FEN1 inhibitor: -4%; N370S GC mod: -19%; TDP1 block: 4%

How did Cc1nc2scc(-c3ccc(C(C)C)cc3)c2c(=O)n1N do in these assays?
FEN1 inhibitor: -4%; N370S GC mod: 1%; TDP1 block: 0%

How did Cn1c(=O)c(=O)n(C)c2cc(S(=O)(=O)NCCOc3ccccc3Cl)ccc21 do in these assays?
FEN1 inhibitor: -12%; N370S GC mod: -23%; TDP1 block: -1%

Results for COc1ccc(-n2cnc3ccccc32)cc1 ?
FEN1 inhibitor: -17%; N370S GC mod: 17%; TDP1 block: 2%

How did Cc1noc(C)c1CSc1nnc2sc3ccccc3n12 do in these assays?
FEN1 inhibitor: 3%; N370S GC mod: 4%; TDP1 block: 1%

What do the screens show for `CCOC(=O)N1CCC(NC(=O)c2ccc(CS(=O)c3ccc(Cl)cc3)o2)CC1` (stereo not given)?
FEN1 inhibitor: 2%; N370S GC mod: 1%; TDP1 block: 3%

Results for CCOC(=O)c1c(NC(=O)COC(=O)c2nccnc2N)sc(C(=O)N(C)C)c1C ?
FEN1 inhibitor: 0%; N370S GC mod: 15%

How did COc1ccc(CCNC(=O)C2CCN(Cc3nc(-c4ccccc4F)oc3C)CC2)cc1OC do in these assays?
FEN1 inhibitor: -2%; N370S GC mod: 2%; TDP1 block: 3%

How did CC1(C(=O)CSc2nc3ccccc3s2)CCC(=O)O1 (stereo not given) do in these assays?
FEN1 inhibitor: 9%; N370S GC mod: 4%; TDP1 block: 3%

How did COc1cccc(NC(=O)/C=C\c2ccc(Cl)cc2)c1 do in these assays?
N370S GC mod: -8%; TDP1 block: 9%[56.1 µM]

How did O=C(CSc1nnc(-c2ccncc2)n1-c1ccccc1)Nc1ccc(Br)cc1 do in these assays?
FEN1 inhibitor: -3%; TDP1 block: 0%

What do the screens show for `Cc1cc(C)cc(NC(=O)c2ccc(CSc3nnc(C)s3)cc2)c1`?
FEN1 inhibitor: -16%; TDP1 block: 8%

How did C=CCn1c(SCC2CCCCO2)nc2sc(CC)cc2c1=O (stereo not given) do in these assays?
FEN1 inhibitor: -3%; N370S GC mod: 4%; TDP1 block: 1%

Results for Nc1nonc1-n1nnc(C(=O)N/N=C/c2ccc(Cl)cc2)c1-c1ccc2c(c1)OCO2 ?
FEN1 inhibitor: 3%; N370S GC mod: 3%; TDP1 block: 1%

How did Cc1ccc(NC(=O)CCn2cccc2)cc1F do in these assays?
FEN1 inhibitor: 3%; N370S GC mod: 1%; TDP1 block: 4%

How did Cc1ccc(N(CC(=O)NCCSc2nc3ccccc3s2)S(=O)(=O)c2ccccc2)c(C)c1 do in these assays?
FEN1 inhibitor: 1%; N370S GC mod: 0%; TDP1 block: 0%

How did Cc1ccc(CNC(=O)Nc2ccc(OC(F)(F)F)cc2)n1C do in these assays?
FEN1 inhibitor: -24%; N370S GC mod: 1%

How did COc1ccc(-c2cc(C(=O)NC(C(=O)O)C(C)C)c(C)o2)cc1OC (stereo not given) do in these assays?
FEN1 inhibitor: -9%; N370S GC mod: 5%; TDP1 block: -2%

How did CC(CCc1ccccc1)NC(=O)CSc1n[nH]c(-c2ccc(F)cc2)n1 (stereo not given) do in these assays?
FEN1 inhibitor: 12%; TDP1 block: 5%

How did Cc1ccc(C(=O)CSc2ccc(-c3cccnc3)nn2)cc1 do in these assays?
FEN1 inhibitor: 19%; N370S GC mod: -3%; TDP1 block: -5%

How did COc1cc(SC#N)ccc1N=Cc1c(C)[nH]n(-c2ccc(C)cc2C)c1=O do in these assays?
FEN1 inhibitor: -2%; N370S GC mod: 23%; TDP1 block: 8%

How did Cc1ccc(NC(=O)[C@H](CC(C)C)NC(=O)[C@@H]2Cc3ccccc3CN2)cc1 do in these assays?
FEN1 inhibitor: -3%; N370S GC mod: -4%; TDP1 block: 1%

How did CC(C)Nc1nc(NC(C)(C)C)nc(Oc2ccc(=O)n(C)n2)n1 do in these assays?
FEN1 inhibitor: 19%; N370S GC mod: -3%; TDP1 block: -1%

Results for COc1ccc(N(Cc2cccs2)C(=O)Nc2cccc(Cl)c2)cc1 ?
FEN1 inhibitor: -6%; TDP1 block: -8%

How did C=CCN1C(=O)C(CC(=O)Nc2ccccc2)N(Cc2ccccn2)C1=S (stereo not given) do in these assays?
FEN1 inhibitor: -1%; N370S GC mod: -6%; TDP1 block: 6%

How did Cc1ccc(S(=O)(=O)CC(c2ccccc2)N2CCOCC2)cc1 (stereo not given) do in these assays?
FEN1 inhibitor: -5%; N370S GC mod: -1%; TDP1 block: 0%

How did COc1ccc(/C=C(\NC(=O)c2ccco2)C(=O)NCc2ccco2)cc1 do in these assays?
FEN1 inhibitor: 3%; N370S GC mod: -4%

Results for O=C(NCc1ccco1)c1cc([N+](=O)[O-])ccc1Cl ?
FEN1 inhibitor: 5%; N370S GC mod: 0%; TDP1 block: 0%

What do the screens show for `COc1ccc(NC(=O)CCOc2ccccc2F)cc1S(=O)(=O)N1CCCCC1`?
FEN1 inhibitor: -2%; TDP1 block: 1%

Results for CCCN(CC(=O)Nc1ccccc1OC)C(=O)c1cnc(Cl)c(Cl)c1 ?
FEN1 inhibitor: 3%; N370S GC mod: 5%; TDP1 block: 5%

What do the screens show for `Cc1cc(C)n(-c2ccc(C(=O)OCC(=O)NC(c3ccccc3)c3ccccc3)cc2)n1`?
FEN1 inhibitor: 0%; N370S GC mod: 5%; TDP1 block: -3%

What do the screens show for `N#Cc1cn(CC(=O)O)c2ccccc12`?
FEN1 inhibitor: 11%; N370S GC mod: -2%; TDP1 block: 3%

How did O=C(NCc1ccccc1)c1ccc2c(c1)OCCO2 do in these assays?
FEN1 inhibitor: -8%; N370S GC mod: -31%; TDP1 block: 4%

Results for COc1cccc(NC(=O)C2CSC3(C)CCC(=O)N23)c1 (stereo not given) ?
FEN1 inhibitor: 7%; N370S GC mod: -2%

How did CN(C(=O)c1ccncc1)c1ccccc1 do in these assays?
FEN1 inhibitor: -9%; N370S GC mod: 6%

What do the screens show for `CCC(C)NC(=O)c1ccc(N2CCC3(CC2)OCCO3)c([N+](=O)[O-])c1` (stereo not given)?
FEN1 inhibitor: -3%; N370S GC mod: 9%; TDP1 block: 1%

What do the screens show for `CCn1ncc(C(=O)Nc2ccc(S(=O)(=O)N3CCCC3)cc2)c1C`?
FEN1 inhibitor: 2%; N370S GC mod: 12%; TDP1 block: 2%

As a working copy, some entries already given.
How did CC(C)Nc1nc(NC(C)(C)C)nc(Oc2ccc(=O)n(C)n2)n1 do in these assays?
FEN1 inhibitor: 19%; N370S GC mod: -3%; TDP1 block: -1%

Results for COc1ccc(N(Cc2cccs2)C(=O)Nc2cccc(Cl)c2)cc1 ?
FEN1 inhibitor: -6%; TDP1 block: -8%

How did C=CCN1C(=O)C(CC(=O)Nc2ccccc2)N(Cc2ccccn2)C1=S (stereo not given) do in these assays?
FEN1 inhibitor: -1%; N370S GC mod: -6%; TDP1 block: 6%

The listing picks up with the 3 entries that preceded the break.
How did CN(C(=O)c1ccncc1)c1ccccc1 do in these assays?
FEN1 inhibitor: -9%; N370S GC mod: 6%

What do the screens show for `CCC(C)NC(=O)c1ccc(N2CCC3(CC2)OCCO3)c([N+](=O)[O-])c1` (stereo not given)?
FEN1 inhibitor: -3%; N370S GC mod: 9%; TDP1 block: 1%

What do the screens show for `CCn1ncc(C(=O)Nc2ccc(S(=O)(=O)N3CCCC3)cc2)c1C`?
FEN1 inhibitor: 2%; N370S GC mod: 12%; TDP1 block: 2%

How did CC(C)CN(C(=O)CSc1nc2ccccc2c(=O)n1C)C1CCS(=O)(=O)C1 (stereo not given) do in these assays?
FEN1 inhibitor: 15%; TDP1 block: -1%[56.1 µM]

Results for Cc1ccc(NS(=O)(=O)c2cc(C(=O)N3CCN(C)CC3)ccc2C)cc1C ?
FEN1 inhibitor: 6%; N370S GC mod: -9%; TDP1 block: -3%

What do the screens show for `CSCC[C@H](NC(=O)Nc1ccc(S(N)(=O)=O)cc1)C(=O)O`?
FEN1 inhibitor: 24%; N370S GC mod: -1%

What do the screens show for `CCCN1CCN(C(=O)CCCNC(=O)Cn2cnc3sc(C)c(C)c3c2=O)CC1`?
FEN1 inhibitor: -4%; N370S GC mod: -2%; TDP1 block: 5%

What do the screens show for `O=C(CCNS(=O)(=O)c1ccc(Cl)cc1)NCc1ccccn1`?
FEN1 inhibitor: 4%; N370S GC mod: 1%; TDP1 block: 10%

What do the screens show for `CCOC(=O)c1c(C)[nH]c(C(=O)COC(=O)c2cn(CC)c3nc(C)ccc3c2=O)c1C`?
N370S GC mod: -7%; TDP1 block: 2%

How did Cc1cnc(C)c(N2CCN(Cc3nc(-c4ccc(C)o4)oc3C)CC2)n1 do in these assays?
FEN1 inhibitor: 6%; N370S GC mod: 5%; TDP1 block: -3%

Screening results: PubChem BioAssay, National Center for Advancing Translational Sciences (NCATS)
